# P. falciparum M17LAP: P. falciparum M17LAP inhibitors, primary screen, biochemical, fluorogenic H-Leu-NHMec substrate, 1536-well (AID 1619) | inhibition, % at 30 µM; hits with a dose series show IC50 in µM | recombinant M17LAP, H-Leu-NHMec fluorogenic kinetic assay; higher % means a stronger effect | 220,000 compounds, 0.38% hits;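 active = compound inhibiting the enzyme by more than half at any dose during confirmatory dose-response retesting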;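 note: plate controls were full reaction with DMSO carrier for no effect and no enzyme background for full effect; strong numbers were not always called active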
# ER stress rescue: rescue of cells from ER stress-induced death, primary screen, 384-well, CSM14.1, thapsigargin, ATP luminescence (AID 1222). CSM14.1 thapsigargin-induced death rescue, ATP luminescence; higher % means a stronger effect. cellular ATP content (survival), % at 20 µM; hits with a dose series show EC50 in µM. 190,000 tested, under 10 active;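 active = EC50 below 50 µM in the dose-response confirmation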;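 note: death triggered by thapsigargin at about 15 µM added after 2 h compound pretreatment; cell ATP read after overnight thapsigargin exposure of roughly 18 to 22 hours; normalized against plate controls of thapsigargin alone and 5% DMSO vehicle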
# Yfh1-off respiration: mitochondrial function rescue without frataxin homolog – Friedreich's ataxia, plus single-dose screen, dose response (AID 1465); S. cerevisiae Yfh1-off respiration, WST-1 reduction, 72 h; higher fold induction means a stronger effect; fold induction at 50 µM; hits with a dose series show EC50 in µM; 220,000 compounds, 0.074% hits;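 active = fold induction of absorbance versus untreated yeast above a set limit, then at least 30% activation at any dose in follow-up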;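 note: activators that raise dye reduction in frataxin-depleted yeast; strong numbers were not always called active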
# Lipid droplet: hepatic lipid droplet formation modulation. AML12 mouse hepatocytes, oleate lipid droplets, BODIPY imaging. inhibition, % at 6.5 µM. 240,000 compounds, 0.4% hits. AID 1656;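 active = lipid droplet intensity inhibited by at least 50%, with more than 500 cells counted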
#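 Assay system: AML12 hepatocytes (mouse); Probe or stimulus: oleic acid at 100 µM to induce lipid droplet formation; Dosing: compound at 6.5 µM only; Schedule: compound with oleate, overnight; Detection: fluorescence imaging, 20x objective, two fields per well; Measure: % inhibition of lipid droplet signal.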
# MT stabilizer: stabilizes microtubules in HeLa cells; HeLa tubulin immunostaining HCS, 24 h; share of cells brighter than vehicle mean+2SD; % tubulin-high responders, % at 10 µM; 200,000 compounds, 0.83% hits;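 active = plate Z-score above 3 for both tubulin-high and condensed-nucleus cell shares, with cell loss under 80%, at 10 µM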;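 note: anti alpha tubulin signal scored within the nucleus-defined area of each cell; some results filed as inactive read as strong as hits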
# Autophagy mod: autophagy modulation, high-content screen | MEF GFP-LC3 puncta imaging; test concentration mostly 10 µM | calls only at 10 µM (by protocol) | 190,000 compounds, 0.98% hits | AID 463193;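 active = percentage of spot-positive cells more than 3 SD above its plate mean, without a fluorescence outlier flag or 80% toxicity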;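 note: spot-positive cell cutoff set from DMSO-treated cells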
# Dynein transport: blocks dynein driven cargo transport along microtubules. 3617.4 mouse cells, GR-EGFP nuclear translocation imaging; test concentration mostly 20 µM; stimulated with dexamethasone, 1 µM; stronger effect = lower value. z-score, hits read low. 220,000 compounds, 0.47% hits. AID 1381;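 active = plate z-score of nuclear minus cytoplasmic receptor signal below a set negative limit, without overly bright fluorescence or cell loss, cut at about -3.5 in these data, passing the limit was not always enough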;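 note: z-score of nuclear minus cytoplasmic ring GR-EGFP intensity difference per well; some compounds called inactive have numbers as strong as hits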
#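 Buffer or medium: Induction medium lacking tetracycline, stripped serum | Also added: Dexamethasone agonist, 1.0 µM final, for 30 min | Timing: 48 h induction, 1 h compound, 30 min dex at 37 °C | Detection: Formaldehyde fixation, Hoechst nuclear stain, 10x automated fluorescence imaging | Measure: Nuclear versus cytoplasmic GR-EGFP signal, averaged per well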
# Insulin prom up: MIN6 insulin promoter up-regulation; z-score at 5 µM; MIN6 insulin promoter-GFP reporter, high-content imaging; stronger effect = higher value; 190,000 compounds, 0.3% hits; AID 1625;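 active = z-score above 3 at 5 µM with at least 500 cells counted in the well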
# P. falciparum M1AAP: P. falciparum M1AAP inhibitors, biochemical, fluorogenic H-Leu-NHMec substrate, 1536-well (AID 1445). 220,000 compounds, 0.42% hits. recombinant M1AAP, H-Leu-NHMec fluorogenic kinetic assay; higher % means a stronger effect. inhibition, % at 30 µM, or IC50 in µM where a hit was titrated;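 active = primary inhibition above the hit cutoff, then over 50% inhibition at one or more dose response concentrations, cut at about 23% in these data, passing the limit was not always enough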;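 note: plate controls were DMSO full reaction for no effect and no enzyme background for full effect; strong numbers were not always called active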
# Dynein transport cytoplasmic EGFP: also measured in Dynein transport; calls as there; z-score; measured here: cytoplasmic GR-EGFP intensity; stronger effect = higher value
# Dynein transport nuclear GR-EGFP: further read-out of Dynein transport, marked with its call; z-score; measured here: nuclear GR-EGFP intensity;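 lower value marks the stronger effect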
# Dynein transport cell count: further read-out of Dynein transport, marked with its call; z-score; measured here: cell count per field
# Insulin prom up cell count: also measured in Insulin prom up; calls as there; cell count; measured here: cytotoxicity, nuclei count;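 total cells summed across four imaged fields per well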
# Lipid droplet cells 6.5 µM: further read-out of Lipid droplet, marked with its call; cell count; measured here: cell count, cytotoxicity flag;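 cells counted across two imaged fields per well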
# MT stabilizer Hoechst-high %: also measured in MT stabilizer; calls as there; % Hoechst-high responders; measured here: nuclear condensation Hoechst responders;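 share of cells brighter than vehicle mean plus two SD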
# MT stabilizer cytotoxicity %: also measured in MT stabilizer; calls as there; toxicity, %; measured here: cytotoxicity by cell density;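 0% = mean cell density of plate MIN control wells and 100% = no cells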
# Autophagy mod cell loss 18 h: also measured in Autophagy mod; calls as there; toxicity, %; measured here: cell loss, nuclei count;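 cell loss after 18 h compound exposure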
# Numbers without * were called inactive; i = inactive; · = no result given; + = active, no number; & = joins results of further samples. Not a hit list, and some 3.5% of all compounds hit somewhere here.
SMILES,P. falciparum M17LAP,ER stress rescue,Yfh1-off respiration,Lipid droplet,Lipid droplet cells 6.5 µM,MT stabilizer,MT stabilizer Hoechst-high %,MT stabilizer cytotoxicity %,Autophagy mod,Autophagy mod cell loss 18 h,Dynein transport,Dynein transport cytoplasmic EGFP,Dynein transport nuclear GR-EGFP,Dynein transport cell count,Insulin prom up,Insulin prom up cell count,P. falciparum M1AAP
Cc1ccc(S(=O)(=O)NC(=O)Nc2ccccc2)cc1,12%,-1.7%,i,-3,564,1.4,1.8,10,i,-2,-0.79,-0.26,-0.57,0.58,-0.44,1383,3%
O=C(/C=C/c1ccccc1)NCCC1=CCCCC1,-12%,-1.3%,i,-3,712,2.8,3.4,8.4,i,0,0.21,-0.25,0.38,0.13,-0.17,1523,1%
Cc1ccc(Cn2c(N3CCCCCC3)nc3c2c(=O)[nH]c(=O)n3C)cc1,-14%,0.9%,i,·,·,4.8,1.9,12,i,4,2.4,0.15,2.4,-2.7,-0.1,1332,0%
CN(C(=O)COC(=O)C1c2ccccc2Oc2ccccc21)C1CCS(=O)(=O)C1 (centres undefined),-1%,2.2%,i,·,·,2.0,2.1,11,i,-16,0.36,-0.18,0.35,-0.36,0.58,1152,4%
CCOC(=O)c1sc2nc(SCC#N)n(CC3CCCO3)c(=O)c2c1C (centres undefined),-4%,-1.5%,i,-1,656,2.3,1.5,3.2,i,-46,2.9,-0.12,1.7,-0.7,-2.3,1390,-2%
COc1ccc(C(C)=O)cc1CSc1ncccn1,-1%,0.1%,i,2,700,3.1,3.0,5.1,i,-7,-1.1,-0.26,-0.53,0.92,-1.1,1377,7%
COc1ccccc1CNc1n[nH]c(NCc2ccccc2OC)n1,36%,0.3%,i,12,745,2.0,1.3,32,i,3,0.28,-0.19,0.48,0.89,0,1187,8%
COc1c(Cl)cc(Cl)cc1CNc1ccc(S(N)(=O)=O)cc1,0%,-0.5%,i,14,685,2.6,2.0,10.0,i,-4,0.77,-0.24,0.59,-0.47,0.22,1334,3%
CC(=O)Nc1ccc(NC(=O)CSc2ncnn2-c2ccccc2)cc1,-6%,-1.9%,i,·,·,4.5,1.5,0.8,i,-2,1.4,-0.054,1.2,-1.6,0.45,1630,-3%
Cc1ccc(S(=O)(=O)NNC2CC(=O)N(c3ccc(Br)cc3)C2=O)cc1 (centres undefined),-2%,-0.3%,i,-8,620,1.6,2.2,2.7,+,0.3*,1.3,-0.29,0.68,-1.6,-0.18,1441,0%
Cc1nc(S(=O)(=O)N2CCN(C3c4ccccc4-c4ccccc43)CC2)cn1C,-3%,·,i,-19,713,·,·,·,·,·,-0.23,-0.28,-0.33,0.7,-0.48,1408,0%
Cn1nnnc1SCC(=O)C(C)(C)C,22%,-0.1%,i,-33,634,4.4,1.5,9.6,i,-12,-0.14,-0.38,0.38,0.58,-0.31,1614,0%

# Already shown: an excerpt of the list.
SMILES,P. falciparum M17LAP,ER stress rescue,Yfh1-off respiration,Lipid droplet,Lipid droplet cells 6.5 µM,MT stabilizer,MT stabilizer Hoechst-high %,MT stabilizer cytotoxicity %,Autophagy mod,Autophagy mod cell loss 18 h,Dynein transport,Dynein transport cytoplasmic EGFP,Dynein transport nuclear GR-EGFP,Dynein transport cell count,Insulin prom up,Insulin prom up cell count,P. falciparum M1AAP
Cc1nc(S(=O)(=O)N2CCN(C3c4ccccc4-c4ccccc43)CC2)cn1C,-3%,·,i,-19,713,·,·,·,·,·,-0.23,-0.28,-0.33,0.7,-0.48,1408,0%
Cn1nnnc1SCC(=O)C(C)(C)C,22%,-0.1%,i,-33,634,4.4,1.5,9.6,i,-12,-0.14,-0.38,0.38,0.58,-0.31,1614,0%

# Other records
SMILES,P. falciparum M17LAP,ER stress rescue,Yfh1-off respiration,Lipid droplet,Lipid droplet cells 6.5 µM,MT stabilizer,MT stabilizer Hoechst-high %,MT stabilizer cytotoxicity %,Autophagy mod,Autophagy mod cell loss 18 h,Dynein transport,Dynein transport cytoplasmic EGFP,Dynein transport nuclear GR-EGFP,Dynein transport cell count,Insulin prom up,Insulin prom up cell count,P. falciparum M1AAP
CCc1ccc2[nH]c(O)c(N=Nc3nc(-c4ccccc4)cs3)c2c1,3%,-1.4%,i,·,·,2.3,2.2,11,i,-3,-1.7,8.4,0.86,-1.1,-0.48,1626,2%
OCCCc1nc2ccccc2n1CCOc1ccccc1,3%,-0.6%,i,·,·,3.9,1.8,4.6,i,26,-0.91,-0.18,-0.24,0.24,0.19,1221,7%
c1ccc2[nH]c(-c3ccnc4ccccc34)nc2c1,-54%&-35%,0.7%&-1.2%,i,-4,768,7.2&5.3,3.3&2.7,14&9.9,i,-8&6,1.4&1.2,-0.16&-0.06,1&0.79,-0.58&-0.29,0.24&-0.09,1387&959,5%&18%
Cc1cc(C)c2[nH]c(O)c(N=NC3=NC(=O)CS3)c2c1,1%,·,i,17,725,·,·,·,·,·,-0.38,-0.27,0.39,0.28,·,·,12%
COc1ccc(-c2c3c([nH]c(=S)c2C#N)CCC3)cc1,11%,·,i,-2,661,3.1,1.9,7.0,i,-3,-1.5,-0.24,-0.24,1.6,-0.09,1300,9%
Cn1c(C(=O)NCCCN2CCN(c3ccccc3F)CC2)cc2c(=O)[nH]c3ccccc3c21,2%,-1.6%,i,·,·,2.3,2.2,8.5,i,-5,0.91,-0.18,0.64,-1.3,-1.1,1066,5%
CCOC(=O)c1cc(-c2ccc(Cl)s2)nc2c1c(C)nn2C,-9%,-1.1%,i,0,724,2.6,2.7,2.5,i,-7,0.15,-0.19,0.15,0.53,-0.28,1809,11%
Nc1[nH]nc2nc(N3CCOCC3)nc(-c3ccccc3)c12,6.8µM*,-1.8%,i,·,·,4.1,3.4,12,i,7,-0.54,-0.29,-0.032,0.29,-0.08,1121,-1%
CC(CCc1ccccc1)NC(=O)CN1CCN(Cc2ccc(Cl)cc2)C1=O (centres undefined),-5%,1.0%,i,·,·,2.4,3.2,6.4,i,14,-0.95,-0.19,-0.5,0.57,-0.83,821,4%
Cc1[nH]cc(Br)c(=O)c1Oc1ncc(C(F)(F)F)cc1Cl,10%,0.1%,·,-12,714,4.2,1.2,8.1,i,-8,-0.52,-0.24,-0.23,0.21,0.38,1247,2%
CCCN1Cc2cccc(C(=O)NC(CC(=O)OCC)c3ccc(OC(C)C)cc3)c2C1=O (centres undefined),4%,0.2%,i,12,731,2.5,2.4,2.4,i,-11,1,-0.24,0.74,-0.34,·,·,3%
CNc1nc(C)c(C(=O)OCc2ccccc2)s1,11%,-3.4%,i,16,754,3.3,2.3,1.5,i,-9,0.73,-0.25,0.39,0.57,-0.29,1275,12%
O=C(O)C1=NOC(CNC(=O)c2ccccc2Cl)C1 (centres undefined),8%,·,i,4,681,4.2,2.0,8.1,i,9,0.52,-0.2,-0.082,0.12,0.54,1265,4%
CCOC(=O)c1c(N)sc(C(=O)N(CC)CC)c1C,3%,-0.6%,i,-7,690,3.0,1.5,6.1,i,-4,-0.17,-0.27,0.15,0.17,-0.38,1373,-1%
COC(=O)C1=C(C)N(c2ccc(Cl)c(Cl)c2)C(=O)C1,-8%,0.6%,i,-30,749,3.2,1.6,7.8,i,8,-3.3,0.81,-1.9,-1.3,0.03,636,4%
CC(=O)C1=C(C)NC(=S)NC1c1cc([N+](=O)[O-])ccc1O (centres undefined),29%,·,i,2,712,·,·,·,·,·,-0.34,-0.24,0.24,0.38,0.39,1068,11%
COCCCNS(=O)(=O)c1ccc(S(=O)(=O)N2CCCC2)cc1,-27%,1.1%,i,7,842,1.7,1.1,8.3,i,30,0.24,-0.25,0.53,1.3,0.44,908,6%
O=C(Nc1cccc(NC(=O)c2ccco2)c1)c1ccc2c(c1)OCO2,4%,-4.2%,i,10,779,3.8,1.4,2.4,i,1,-0.44,-0.097,-0.38,0.76,-0.57,1260,12%
C/C(=N\NC(N)=S)c1ccc2c(c1)OCCO2,2%,·,i,-8,731,·,·,·,·,·,-0.69,-0.25,-0.34,0.39,-0.42,1489,4%
O=C(/C=C/c1ccc2c(c1)OCCCO2)c1ccc2ccccc2c1O,-3%,0.3%,i,20,686,1.4,3.0,7.2,i,1,0.32,-0.084,0.21,-0.33,0.73,1293,3%
CC(C)(C)c1ccc(/C=C/C(=O)NC2CCS(=O)(=O)C2)cc1 (centres undefined),3%,-1.3%,i,22,767,3.2,1.9,7.5,i,5,-0.66,-0.19,-0.24,0.6,0.17,1201,-1%
O=C(Nc1cccc(Cl)c1)c1cc([N+](=O)[O-])ccc1N1CCN(CCO)CC1,6%,0.3%,i,15,735,4.1,1.0,8.0,i,6,0.34,-0.24,0.47,-0.16,-2.2,997,8%
CCc1cccc(C)c1NC(=S)N(CCN(C)C)C(C)c1cccnc1 (centres undefined),3%,0.6%,i,-20,739,2.8,2.5,13,i,4,0.23,-0.16,0.26,0.35,·,·,10%
CCCCNC(=O)COC(=O)c1ccc(NS(=O)(=O)c2ccc3c(c2)OCCO3)cc1,0%,-0.8%,i,-1,779,2.2,1.3,7.0,i,-10,-0.27,-0.28,-0.061,0.76,-0.31,817,8%
COc1ccc(C)cc1NC(=O)c1nnn(Cc2cc(C)ccc2C)c1N,-4%,-0.4%,i,·,·,3.7,3.2,2.2,i,17,3.2,0.3,2.2,-1.9,1.1,930,10%
CCOC(=O)C1(CCCc2ccccc2)CCN(C(=O)CN2C(=O)CSC2=O)CC1,0%,5.1%,i,1,785,3.1,2.6,3.1,i,26,-0.035,-0.34,0.19,0.4,-0.37,1328,-1%
